# Compound activity: PubChem, Sanford-Burnham Center for Chemical Genomics
# TAG inh – inhibitors of triacylglycerol accumulation. 230,000 tested, 0.66% active. inhibition, % at 12.5 µM. H9c2 cells, Nile Red lipid (TAG) fluorescence; cells loaded with 200 µM oleic acid;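 active = pattern-corrected inhibition of lipid staining of at least 50% with the nuclear-stain viability signal not falling by more than 50%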;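 also: 0% = DMSO wells and 100% = triacsin C control wells; some results filed as inactive read as strong as hits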
# TAG inh DAPI viability – second read-out of TAG inh, no call of its own (marks repeat the call); DAPI nuclei signal change (viability), lower = more cytotoxic, %;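 whole-well DAPI fluorescence read on a plate reader as a viability signal; minus 50 percent equals half of cells still viable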
# The depositor's hits bear a star. An excerpt; the hit share may differ from the screen's.
(1) C[C@@H]1CN([C@H](C)CO)C(=O)CCCn2nncc2CO[C@@H]1CN(C)S(=O)(=O)c1ccc2c(c1)OCCCO2
(2) Cc1cc(C)cc(CC(=O)N2CCC2(C)C(=O)NS(=O)(=O)c2ccccc2)c1 (configuration not stated)
(3) C=CCn1c(CNC(=O)c2ccco2)nnc1SCC(=O)c1ccc(OC)cc1
(4) CC(C)(C)NC(=O)C[C@H]1C[C@H](C(=O)N2CCOCC2)[C@@]2(C)c3[nH]c4cc(-c5ccco5)ccc4c3CCN2C1=O
(5) CC(=O)Nc1ccc(-n2cnnn2)cc1
(6) CCCN1CC=C2C(C#N)=C(N)C(C#N)(C#N)C(c3cc(OC)ccc3OC)C2C1 (configuration not stated)
assay / entry | 1 | 2 | 3 | 4 | 5 | 6
TAG inh | 8 | 0 | -24 | 19 | -12 | -98
TAG inh DAPI viability | -4 | -5 | -4 | -6 | 11 | -2

(7) Nc1sc2c(c1C(=O)NC1CCS(=O)(=O)C1)CCCC2 (configuration not stated)
(8) CC(C)N(Cc1nc(-c2ccccc2)no1)S(=O)(=O)c1ccccc1
(9) C=CCc1c(C)nc(C)nc1N/N=C/c1ccc([N+](=O)[O-])cc1
(10) CN(CC(=O)Nc1ncn[nH]1)S(=O)(=O)c1cc(Cl)ccc1Cl
(11) Cc1cc(=O)n2c(nc3ccccc32)s1
(12) CCC(C)N(C(=O)Cn1nnc2ccccc21)C(C(=O)NCc1ccco1)c1cccc(OC)c1 (configuration not stated)
assay / entry | 7 | 8 | 9 | 10 | 11 | 12
TAG inh | 4 | -13 | 4 | 12 | 16 | -4
TAG inh DAPI viability | 2 | -3 | -2 | -6 | -13 | 3

# Given tab-delimited: part of the list above.
entry	compound	TAG inh	TAG inh DAPI viability
4	CC(C)(C)NC(=O)C[C@H]1C[C@H](C(=O)N2CCOCC2)[C@@]2(C)c3[nH]c4cc(-c5ccco5)ccc4c3CCN2C1=O	19	-6
5	CC(=O)Nc1ccc(-n2cnnn2)cc1	-12	11
6	CCCN1CC=C2C(C#N)=C(N)C(C#N)(C#N)C(c3cc(OC)ccc3OC)C2C1 (configuration not stated)	-98	-2
7	Nc1sc2c(c1C(=O)NC1CCS(=O)(=O)C1)CCCC2 (configuration not stated)	4	2
8	CC(C)N(Cc1nc(-c2ccccc2)no1)S(=O)(=O)c1ccccc1	-13	-3

# Next compounds follow:
(13) Cc1cc(=O)[nH]c(SCC(=O)NC(c2ccccc2)c2ccccc2)n1
(14) CCNc1nc(NCC)nc(C(=O)Nc2ccccc2)n1
(15) Cn1cc(C(c2ccccn2)c2cn(C)c3ccccc23)c2ccccc21
(16) C=CC[n+]1c(-c2ccc(C)cc2)csc1Nc1ccc(NC(C)=O)cc1
(17) CNC(=O)c1[nH]cnc1C(=O)Nc1ccc(Cl)cc1
(18) CCn1c(SCC(=O)N2CCCCC2)nc2c(c1=O)SC(C)C2 (configuration not stated)
(19) CN(C)CCCNC(=O)C[C@H]1C[C@H](C(=O)N2CCCCC2)[C@@]2(CCc3ccccc3)c3[nH]c4cc(-c5ccco5)ccc4c3CCN2C1=O
assay / entry | 13 | 14 | 15 | 16 | 17 | 18 | 19
TAG inh | 18 | 11 | -21 | 6 | 14 | -2 | 57*
TAG inh DAPI viability | 2 | -7 | -5 | 5 | -6 | 2 | -11*
